# XiGFP reactiv: activators of inactive X chromosome reactivation, primary screen, imaging, XiGFP fibroblasts, GFP high-content imaging, set 2; XiGFP mouse fibroblasts, % GFP-positive cells imaging, 3 d; cells co-treated with 5-aza-dC sensitizer; scaled so ellipticine positive control = 100%; activation, % at 7.58 µM; 360,000 tested, 0.055% active; AID 743238, 2013;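 active means mean normalized replicate activation at least 10% and every replicate at or above 10%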;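 further: 0% = median of on-plate neutral control wells and 100% = ellipticine 6 µM median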
#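 Material: SV40-immortalized XiGFP fibroblast cells, line 68-5-11 | Buffer or medium: DMEM containing 5-aza-dC | Dosing: One concentration, pinned | Times: 3 d treatment, 15 min room-temperature fixation | Controls: Ellipticine 6 µM positive control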
# PGC1a acetyl inh: inhibitors of PGC1a acetylation signal, primary screen, cell-based, U2OS, AlphaScreen, inhibitor mode | AlphaScreen anti-acetyl-lysine; with virally co-expressed GCN5 acetyltransferase | inhibition, % at 15.6 µM | 350,000 tested, 0.17% active | AID 651687, 2012;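 active means every replicate shows inhibition of at least 40%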;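 further: 0% = neutral control wells and 100% = positive control wells; some results beyond the cut were filed as inactive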
# S100A4 inh HTS: inhibitors of S100A4-myosin IIA peptide binding, primary screen, biochemical, fluorescence polarization, TAMRA-MyoIIA peptide | Protein S100-A4 (Homo sapiens), P26447 | inhibition, % at 10.7 µM | 360,000 tested, 0.14% active | AID 652163, 2013;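 active means mean inhibition of at least 70% across replicates, with every replicate also reaching that level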
# Target sequence (P26447 whole entry, looked up): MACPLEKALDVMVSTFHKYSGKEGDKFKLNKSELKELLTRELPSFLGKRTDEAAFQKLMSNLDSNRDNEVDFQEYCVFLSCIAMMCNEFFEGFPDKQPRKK
#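 Test system: S100A4 monomer protein; Medium: HEPES pH 7.2 with CaCl2, KCl, NaCl, DTT, Triton; Probe or stimulus: TAMRA-labelled myosin IIA heavy-chain peptide probe, 5 nM; Doses: one dose per compound; Times: polarization read 5 min after assay mix addition, stable 5–60 min; Benchmarks: neutral control DMSO, positive control TFP.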
# Statin myotox sup: suppressors of statin myotoxicity in C2C12 myotubes, primary screen, cell-based, single point, plate reader; C2C12 myotubes + simvastatin, ATP luminescence, 48 h; scaled: DMSO 0, geranylgeraniol control 100; rescue of ATP level, % at 7.49 µM; 330,000 tested, 0.78% active; AID 602340, 2012;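 active means mean ATP rescue above about 67%, or every replicate alone reaching that limit, limit read from the data, passing the limit was not always enough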;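 further: myotubes were challenged with 10 µM simvastatin during compound exposure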
# ERAP1 HTS inh: human ERAP1 aminopeptidase inhibitors, primary screen, biochemical, single point, plate reader. recombinant ERAP1, Leu-AMC fluorescence, 60 min. inhibition, % at 10.7 µM. Endoplasmic reticulum aminopeptidase 1 (Homo sapiens), Q9NZ08. 340,000 tested, 0.15% active;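 active means mean replicate inhibition of at least 30%, or all replicates individually reaching that 30% level; inactive means mean below 30% and not every replicate reaching it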;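 further: 0% = neutral control wells and 100% = L-leucinethiol positive control wells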
# Target sequence (Q9NZ08 whole entry, looked up): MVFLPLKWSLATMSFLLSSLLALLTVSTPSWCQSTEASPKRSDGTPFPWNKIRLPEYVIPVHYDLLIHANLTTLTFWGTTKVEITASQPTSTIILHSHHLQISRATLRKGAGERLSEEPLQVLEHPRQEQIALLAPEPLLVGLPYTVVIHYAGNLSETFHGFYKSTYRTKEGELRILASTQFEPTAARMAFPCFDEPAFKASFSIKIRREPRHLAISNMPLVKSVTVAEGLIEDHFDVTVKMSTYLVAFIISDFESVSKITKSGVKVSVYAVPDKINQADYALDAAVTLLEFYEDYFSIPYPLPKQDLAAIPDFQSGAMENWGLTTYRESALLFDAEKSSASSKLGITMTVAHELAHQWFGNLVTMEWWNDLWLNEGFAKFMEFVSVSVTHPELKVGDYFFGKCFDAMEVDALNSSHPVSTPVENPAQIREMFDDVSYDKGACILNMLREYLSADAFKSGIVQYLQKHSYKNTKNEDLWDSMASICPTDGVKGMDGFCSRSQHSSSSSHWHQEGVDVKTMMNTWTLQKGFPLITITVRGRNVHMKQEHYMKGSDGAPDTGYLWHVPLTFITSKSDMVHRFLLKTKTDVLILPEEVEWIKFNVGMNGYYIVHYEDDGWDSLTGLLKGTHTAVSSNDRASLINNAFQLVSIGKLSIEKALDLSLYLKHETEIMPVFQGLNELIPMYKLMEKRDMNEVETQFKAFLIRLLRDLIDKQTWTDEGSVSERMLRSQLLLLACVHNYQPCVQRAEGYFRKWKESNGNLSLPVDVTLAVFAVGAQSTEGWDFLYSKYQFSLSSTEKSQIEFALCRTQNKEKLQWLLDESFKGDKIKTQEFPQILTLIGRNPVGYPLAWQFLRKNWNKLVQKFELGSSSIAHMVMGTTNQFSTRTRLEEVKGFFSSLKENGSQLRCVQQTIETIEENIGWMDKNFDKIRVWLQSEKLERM
# Cneo AK release: Cryptococcus neoformans cell lysis inducers, primary screen, AK release luminescence, single concentration. C. neoformans lysis, adenylate kinase release luminescence, 4 h; normalised: neutral wells 0, clomiphene wells 100. lysis activity, % at 15 µM. 360,000 tested, 0.2% active. AID 651654, 2012;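 active means mean lysis activity across replicates of at least 80%, whatever share of replicates individually reach that level; inactive means mean lysis activity below 80%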
#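 Assay system: log-phase C. neoformans yeast / Quantity: yeast cell density of 5 × 10^6 cells/mL / Medium: fresh YPD growth medium / Compound: single dose / Timing: static 4 h at 37 °C with compound, 1 h detection / Measured by: adenylate kinase release luminescence / Read-out: lysis from increased AK signal / Benchmarks: Clomiphene as positive lysis control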
# LGR2 inh: inhibitors of bursicon-induced LGR2 CRE-luciferase signal, primary screen, cell-based, HEK293, CRE-luciferase reporter, bursicon stimulation; Drosophila bursicon receptor LGR2 (rickets); inhibition, % at 9.99 µM; 380,000 tested, 0.35% active; bursicon-stimulated, 4 h;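 active means drop in luminescence signal, shown as inhibition above about 50% in the replicate tests, limit read from the data, passing the limit was not always enough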;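 further: agonist challenge used bursicon conditioned medium at about half maximal strength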
# SIRT5 inh: SIRT5 desuccinylase inhibitors, primary screen, biochemical, fluorescence imaging, single point, set 5. AID 652115, 2013. NAD-dependent protein deacylase sirtuin-5, mitochondrial (Homo sapiens), Q9NXA8. inhibition, % at 15 µM. 330,000 tested, 1.1% active. Purified SirT5, succinyl-peptide AMC, trypsin-coupled fluorescence; in the data active means inhibition above about 15%
# * hit, by the source's call; . = no result given.
SMILES,XiGFP reactiv,PGC1a acetyl inh,S100A4 inh HTS,Statin myotox sup,ERAP1 HTS inh,Cneo AK release,LGR2 inh,SIRT5 inh
CN(c1ccccc1)S(=O)(=O)c1nnc(NC(=O)COc2ccccc2)s1,0.3,19,0,11,-2,1,-3,-1
COc1ccc(Cl)cc1NC(=O)Cn1nc(-c2ccc(C)cc2)n(C)c1=S,0.3,-8,.,.,.,7,8,.
CC(C)C#Cc1ccc([C@@H]2[C@H]3CN(C(=O)C4CCCCC4)CC(=O)N3[C@H]2CO)cc1,0.1,5,-5,.,4,.,8,1
Cc1ccccc1COc1ccc2oc(C)c(C(=O)O)c2c1,0.1,-13,-9,.,0,.,2,6
O=C(NCCc1ccccc1)c1ccc2nccnc2c1,0.3,-5,4,.,2,.,68*,-1
O=C(Nc1ccc(F)cc1)N1C[C@@H]2[C@H](c3ccccc31)[C@@H](CO)N2C(=O)Cc1cccnc1,0.0,-2,3,-5,0,-5,-9,0
CCOC(=O)c1sc(/N=C/c2c(O)ccc3ccccc23)cc1C,0.1,.,-3,.,-5,.,-5,0
CN1C(=O)c2cc(NC(=O)Nc3ccc(Cl)cc3)ccc2OC[C@H]2O[C@@H](CC(=O)O)CC[C@@H]21,0.3,5,16,-3,-1,8,-2,1
C/C=C/c1ccc([C@@H]2[C@@H](CO)N3C(=O)CN(C(=O)c4ccccc4)C[C@H]23)cc1,0.1,-1,6,.,0,.,20,0
CN(C(=O)c1ccccc1C(=O)OCC(=O)c1ccc(Br)cc1)c1ccccc1,0.4,-2,3,4,-6,2,1,0
Clc1cc(Br)ccc1OCCOCCN1CCCC1,0.1,7,-2,-1,2,3,0,-4
CCCCc1ccc(NC(=O)CN2C(=O)C3CCCCC3C2=O)cc1 (centres undefined),0.0,.,-3,-74,5,-12,5,10
O=C(O)[C@H]1[C@H](CO)[C@H]2Cn3c(ccc(-c4ccccc4F)c3=O)[C@H]2N1C(=O)c1cnccn1,0.0,.,58,10,2,32,11,0
O=C(C[C@H]1C=C[C@@H](NC(=O)CN2CCOCC2)[C@H](CO)O1)NCc1cccc(F)c1,0.0,-9,5,-12,1,-3,5,0
CCOC(=O)c1c(NC(=O)C2=C(C)NC(=S)NC2c2ccc(C)cc2)sc(C)c1C (centres undefined),0.0,-3,-10,.,3,13,-3,3
CC(C)N(C(=O)N1CCN(c2ccnc3cc(Cl)ccc23)CC1)C(C)C,0.1,3,0,-8,1,-1,15,1
Cc1cc(NC(=O)CC#N)n(-c2ccccc2)n1,0.0,.,-4,.,-1,.,27,-9
CC(=O)N1CC[C@H]2[C@@H]1c1cc(-c3cccc(F)c3)ccc1N(C)[C@H]2CO,0.0,-2,15,7,3,-4,-12,-1
COc1ccc(-c2nsc3c(N4CCN(S(=O)(=O)c5ccccc5F)CC4)ncnc23)cc1,.,-3,.,-45,.,0,-9,.
C[C@H](CO)N1C[C@H](C)[C@H](CN(C)C(=O)C2CC2)Oc2cc(C#CC(C)(C)O)ccc2S1(=O)=O,0.3,-2,.,13,.,.,8,.
CCOC(=O)C1(Cc2ccccc2)CCCN(C(=O)c2ccc(-n3ccnc3)cc2)C1 (centres undefined),0.1,-3,2,-9,-2,2,6,0
CC(C)C(NC(=O)c1ccccc1NC(=O)c1ccco1)C(=O)NNC(=O)c1ccncc1 (centres undefined),0.9,.,-4,.,.,.,-5,-1
Nc1c(Cl)cc(-c2csc(N3CCCC3c3nc4cc(Cl)c(Cl)cc4n3CCCO)n2)cc1Cl (centres undefined),0.7,.,-10,6,2,0,-4,-6
COC(=O)Cc1[nH]c(=S)[nH]c1C(=O)OC,0.1,-1,-3,18,19,-2,7,1
CC(C)CC#Cc1cnc2c(c1)C(=O)N([C@H](C)CO)C[C@@H](C)[C@H](CN(C)C(=O)C1CCOCC1)O2,-1.1,11,0,15,-1,3,-4,0

# Additional records
SMILES,XiGFP reactiv,PGC1a acetyl inh,S100A4 inh HTS,Statin myotox sup,ERAP1 HTS inh,Cneo AK release,LGR2 inh,SIRT5 inh
CC(=O)c1cccc(NC2c3ccccc3C(=O)N2Cc2ccc3c(c2)OCO3)c1 (centres undefined),0.1,.,1,-1,2,-1,-11,-1
Cc1ccc2nc(SCC(=O)c3c[nH]c4ccccc34)[nH]c2c1,0.0,-8,1,1,7,.,-11,2
CCc1ccc(N2CC(C(=O)OCc3nc4ccsc4c(=O)[nH]3)CC2=O)cc1 (centres undefined),0.1,-3,3,8,-1,-2,-13,-7
CCN(CC)c1ccc(C(=O)OCc2c(C)noc2C)cc1,0.4,0,-6,.,0,.,-14,0
CCn1c(C)[n+](Cc2ccccc2)c2ccc(Cl)cc21,-0.1,.,-1,.,3,.,2,-1
COC(=O)C(CCCN1C(=O)c2ccccc2C1=O)(NC(C)=O)c1nnn(C)n1 (centres undefined),0.0,13,0,-2,0,1,1,0
CC1CCN(C(=O)COc2ccc(S(=O)(=O)N3CCOCC3)cc2)CC1,-0.1,.,0,22,-3,1,-3,1
CC1(C)CC(=O)c2c(oc3ccc(NS(=O)(=O)c4ccc(C(=O)O)cc4)cc23)C1,0.0,4,-6,.,-2,.,17,-1
CCOC(=O)C1(C)CCN1C(=O)c1ccc(C(F)(F)F)cc1 (centres undefined),0.0,-7,-3,2,-13,0,-4,2
CC(C)(C)c1cc(Br)c(O)c(N=Nc2ccc(S(=O)(=O)N3CCOCC3)cc2)c1,0.0,-16,-14,2,-1,-1,9,-2
CC(=O)C1=C(O)C(=O)N(c2nccs2)C1c1ccc(Br)cc1 (centres undefined),.,-10,.,-17,.,4,-3,.
O=S(=O)(Nc1cccc(CCc2ccccn2)c1)c1cc(Cl)ccc1Cl,-0.1,.,1,.,0,.,8,-1
O=C(CCc1ccccc1)N=C1SC2CS(=O)(=O)CC2N1c1ccccc1 (centres undefined),0.0,.,2,-15,2,-7,6,7
Cc1nc(-c2ccccc2)sc1C1(C)CC(c2ccc(C#N)cc2)=NO1 (centres undefined),-0.7,-5,-10,11,-2,-6,-7,.
O=C(NNC(=S)Nc1ccc(F)cc1F)c1ccco1,0.7,-2,2,-2,2,1,-13,2
COc1ccc(C2C(C(C)=O)=C(C)N=c3s/c(=C\c4ccc5c(c4)OCO5)c(=O)n32)c(OC)c1 (centres undefined),.,9,.,-1,.,0,28,.
COc1ccc(Cn2c(O)c(/C=N/NC(=O)c3cccnc3)c3ccccc3c2=O)cc1,-0.1,.,2,.,-1,.,2,-1
C[C@H]1CN([C@@H](C)CO)C(=O)c2cc(C#Cc3cccc(F)c3)cnc2O[C@H]1CN(C)C(=O)c1ccccc1F,-0.3,7,19,-1,2,-6,-13,-10
CC(C)(C)NC(=O)C(=O)NNC(=O)COc1ccc(Br)cc1,-0.1,-5,.,.,.,-1,3,.
CC(C)(C)c1ccc(C(=O)NCc2nnc(SCC(=O)N3CCCC3)o2)cc1,0.1,-38,0,-1,13,0,11,.
C[C@@H]1CN([C@@H](C)CO)C(=O)c2cc(NC(=O)Nc3ccccc3)ccc2O[C@@H](C)CCCCO[C@@H]1CN(C)S(=O)(=O)c1ccc(Cl)cc1,-0.8,1,11,.,1,-2,9,0
CCOC(=O)N/N=C\C=C\c1ccco1,0.0,.,-10,.,-1,.,-6,2
O=C(Nc1ccccn1)c1ccc(Br)c(S(=O)(=O)N2CCCC2)c1,0.0,-5,-17,.,-3,-1,-14,-4
O=C(Nc1ccc(C(=O)O)cc1)/C(=C/c1ccc([N+](=O)[O-])cc1)NC(=O)c1ccccc1,0.0,12,27,.,-13,.,-22,7
Cc1ccc(C(=O)NCCC(=O)N2CCCC2)cc1,0.0,14,-2,3,3,2,-21,-2
CCN(CC)c1ccc(NC(=O)Cn2ncc3c(C)n(Cc4ccccc4F)c(C)c3c2=O)c(C)c1,0.1,.,0,.,2,.,6,-6
C[C@@H]1CCCCO[C@@H](CN(C)Cc2ccc(C(F)(F)F)cc2)[C@H](C)CN([C@H](C)CO)C(=O)c2cc(NC(=O)Cc3ccccc3)ccc2O1,-0.1,-4,-29,-20,-6,0,2,3

# Reformatted tab-delimited: entries from further up.
mol	XiGFP reactiv	PGC1a acetyl inh	S100A4 inh HTS	Statin myotox sup	ERAP1 HTS inh	Cneo AK release	LGR2 inh	SIRT5 inh
CC(C)(C)c1cc(Br)c(O)c(N=Nc2ccc(S(=O)(=O)N3CCOCC3)cc2)c1	0.0	-16	-14	2	-1	-1	9	-2
CCn1c(C)[n+](Cc2ccccc2)c2ccc(Cl)cc21	-0.1	.	-1	.	3	.	2	-1

# Filtered by structure: the entries above containing a Cl atom (8)
SMILES,XiGFP reactiv,PGC1a acetyl inh,S100A4 inh HTS,Statin myotox sup,ERAP1 HTS inh,Cneo AK release,LGR2 inh,SIRT5 inh
COc1ccc(Cl)cc1NC(=O)Cn1nc(-c2ccc(C)cc2)n(C)c1=S,0.3,-8,.,.,.,7,8,.
CN1C(=O)c2cc(NC(=O)Nc3ccc(Cl)cc3)ccc2OC[C@H]2O[C@@H](CC(=O)O)CC[C@@H]21,0.3,5,16,-3,-1,8,-2,1
Clc1cc(Br)ccc1OCCOCCN1CCCC1,0.1,7,-2,-1,2,3,0,-4
CC(C)N(C(=O)N1CCN(c2ccnc3cc(Cl)ccc23)CC1)C(C)C,0.1,3,0,-8,1,-1,15,1
Nc1c(Cl)cc(-c2csc(N3CCCC3c3nc4cc(Cl)c(Cl)cc4n3CCCO)n2)cc1Cl (centres undefined),0.7,.,-10,6,2,0,-4,-6
CCn1c(C)[n+](Cc2ccccc2)c2ccc(Cl)cc21,-0.1,.,-1,.,3,.,2,-1
O=S(=O)(Nc1cccc(CCc2ccccn2)c1)c1cc(Cl)ccc1Cl,-0.1,.,1,.,0,.,8,-1
C[C@@H]1CN([C@@H](C)CO)C(=O)c2cc(NC(=O)Nc3ccccc3)ccc2O[C@@H](C)CCCCO[C@@H]1CN(C)S(=O)(=O)c1ccc(Cl)cc1,-0.8,1,11,.,1,-2,9,0

# Source: PubChem (Broad Institute)

# Some of the compounds tested; the hit share may differ from the screen's.
